NF-kB expr up = activators of NF-kB expression in neurons, primary screen, cell-based, HTS | human neuronal cells, NF-kB reporter expression; hits give high values | fold change at 12.5 µM | hit rate 1.6% among 190,000 | AID 1239, 2008; in the data active means fold change above about 3.3
DTT redox prof = compounds producing H2O2 with reducing agent – biochemical, NIH compound library profiling, artefact control for MLSCN library redox annotation, primary screen; DTT-dependent redox cycling H2O2, phenol red/HRP absorbance; 100% = 100 µM peroxide control, 0% = buffer; AID 878, 2007; activation, % at 10 µM; hit rate 0.03% among 200,000;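 active means activation of at least 50% relative to the plate's high and low controls in the primary single-dose screen; inactive means activation below 50%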;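 further: compound incubated with DTT at 0.8 mM final as the reducing agent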
G6PDH CS = L. mesenteroides G6PDH inhibitors, counter-screen for G6PDH-coupled screening assays, biochemical, Leuconostoc mesenteroides enzyme; Purified L. mesenteroides G6PDH, diaphorase/resazurin coupled fluorescence, 45 min; inhibition, % at 5 µM; hit rate 0.12% among 200,000; in the data active means inhibition above about 50%
Efa HMGR inh = inhibitors of E. faecalis class II HMGR, primary screen, biochemical, Enterococcus faecalis | HMG-CoA reductase (Enterococcus faecalis, mvaE) | purified E. faecalis HMGR, NADPH absorbance 340 nm kinetic | inhibition, % at 10 µM | hit rate 0.41% among 190,000 | AID 1066, 2008;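 active means inhibition above a set limit, the median over all tested compounds plus 3 SD, cut at about 9.5% in these data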;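 further: enzyme runs in reverse so mevalonate oxidation gives rising NADPH absorbance; 0% = complete reaction with DMSO and 100% = background rate lacking mevalonate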
APP 5'UTR act = activators of APP 5'UTR luciferase reporter, primary screen, SH-SY5Y cells; SH-SY5Y APP 5'UTR luciferase reporter, luminescence; zero percent = DMSO vehicle wells; activation, % at 2 µM; hit rate 1% among 190,000; AID 1276, 2008;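 active means activation above a set limit, based on mean plus 3 SD of controls, cut at about 140% in these data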; further: values of inactives mirror those of a sister screen read the other way
APP transl inh = inhibitors of APP translation via 5'UTR reporter, primary screen, APP 5'UTR luciferase, SH-SY5Y cells; inhibition, % at 2 µM; SH-SY5Y APP 5'UTR-luciferase reporter, luminescence; hit rate 0.82% among 190,000;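 active means inhibition above a set limit, derived from the sample mean plus 3 SD, cut at about 45% in these data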; further: values of inactives mirror those of a sister screen read the other way
FLuc inh counter = firefly luciferase enzyme inhibitors, primary screen, artefact control for luciferase-based inhibitor screens, biochemical, luminescence, ATPLite. 10 min. inhibition, % at 10 µM. hit rate 1.5% among 200,000;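 active means inhibition above about 50% when tested at 10 µM, limit read from the data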
Target sequence (P08659 whole entry, looked up): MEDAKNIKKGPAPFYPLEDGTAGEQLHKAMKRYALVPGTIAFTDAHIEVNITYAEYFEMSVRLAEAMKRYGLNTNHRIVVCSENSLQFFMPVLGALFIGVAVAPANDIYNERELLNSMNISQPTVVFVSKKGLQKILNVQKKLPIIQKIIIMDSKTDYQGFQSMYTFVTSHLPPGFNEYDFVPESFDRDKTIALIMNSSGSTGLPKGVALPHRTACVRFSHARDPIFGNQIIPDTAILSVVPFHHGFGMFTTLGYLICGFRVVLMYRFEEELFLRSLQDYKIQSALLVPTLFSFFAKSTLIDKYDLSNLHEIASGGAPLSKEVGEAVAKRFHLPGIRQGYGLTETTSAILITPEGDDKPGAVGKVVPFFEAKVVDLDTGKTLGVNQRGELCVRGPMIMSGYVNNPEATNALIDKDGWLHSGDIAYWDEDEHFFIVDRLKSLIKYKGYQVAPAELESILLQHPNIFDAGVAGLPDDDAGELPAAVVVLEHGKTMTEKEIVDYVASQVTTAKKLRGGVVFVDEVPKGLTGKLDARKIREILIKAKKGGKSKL
FLuc stim CS = FLuc activators, initial screening, artefact control for FLuc-dependent activation tests, biochemical, ATPlite luminescence; activation factor at 10 µM; 200,000 tested, under 10 active; Luciferin 4-monooxygenase (Photinus pyralis), P08659; ATPlite luciferase biochemical, 10 min; 0 = ATP-free wells, 1 = DMSO control;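 active means luciferase activation factor, scaled between plate controls, of at least 2 with compound at 10 µM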
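assay system = Luciferase/luciferin detection reagent, cell-free biochemical luciferase assay | also added = ATP substrate | times = 10 min post-reagent at room temperature | measured by = luminescence from luciferase reaction | measure = luciferase activation, seen as luminescence increase over controls | benchmarks = low control with PBS replacing ATP, high control enzyme plus ATP without compound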
Hsp70 act = Hsp70 transcriptional activators, primary screen, cell-based, HeLa, Hsp70 promoter luciferase, luminescence, 10 µM. HeLa Hsp70 promoter luciferase reporter; scaled: vehicle 0, proteasome-inhibitor control 100%. activation, % at 10 µM. hit rate 0.04% among 200,000;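 active means activation above the mean across all tested compounds plus 3 SD, cutoff set per campaign, cut at about 5.5% in these data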;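 further: 100% = MG132 at 30 µM as the positive control and 0% = DMSO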
STAT1 activator = STAT1 signaling activators, primary screen, cell-based, HTS, luciferase reporter. activation (% of control), % at 5.5 µM. NIH 3T3 STAT1-luciferase reporter, IFN-gamma, luminescence; 100% = IFN-gamma alone, no compound. hit rate 2.6% among 200,000;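 active means activation above the screen-wide mean activation plus 3 SD, cut at about 130% in these data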;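 further: raw ratio to IFN-gamma control signal so 100% means no change and 0% no light; values of inactives mirror those of a sister screen read the other way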
* = called active by the depositor; nt = no result given.

compound	NF-kB expr up	DTT redox prof	G6PDH CS	Efa HMGR inh	APP 5'UTR act	APP transl inh	FLuc inh counter	FLuc stim CS	Hsp70 act	STAT1 activator
O=C(NC12CC3CC(CC(C3)C1)C2)N(Cc1ccccc1)Cc1ccncc1	nt	-0.1	12.2	0.9	18.4	-18.4	-1.0	1	0.1	99.7
CC(C)c1ccc(N=C2NN=C(c3cccs3)CS2)cc1	1.07	0.0	5.3	-4.0	169.2*	-169.2	50.1*	0.5	-0.2	153.2*
Cc1c(-c2ccccc2)nc2ccccc2c1C(=O)O	1.05	-0.2	-3.5	-2.7	15.3	-15.3	-8.4	1.1	-0.2	96.9
Cc1cc(NC(=O)CC2CCCC2)n(-c2nc3ccccc3[nH]2)n1	0.86	2.0	-0.8	-5.2	-1.8	1.8	-5.1	1.1	-0.4	98.3
Nc1cccc(-c2cn3cccnc3n2)c1	1.11	0.8	1.3	-1.2	-0.3	0.3	-1.9	1	-0.2	101.3
N#CCCN(C(=O)COC(=O)c1ccc2c(=O)n3c(nc2c1)CCC3)c1ccc(F)cc1	1.16	0.1	2.5	4.0	-9.8	9.8	-5.9	1.1	-0.3	101.0
Clc1nnc(N/N=C/c2ccccc2)c2ccccc12	2.54	0.2	0.8	-3.3	94.7	-94.7	68.9*	0.3	0.0	122.0
CCOC(=O)c1c(N)sc(C(=O)Nc2ccc3c(c2)OCO3)c1C	5.49*	-0.1	4.2	-4.7	117.3	-117.3	90.5*	0.1	-0.4	76.5
COc1ccc(C2C(C(=O)Nc3ccc(OC)c(OC)c3)c3ccccc3C(=O)N2C)cc1 (centres undefined)	1.15	0.6	-0.6	-4.6	11.6	-11.6	-3.1	1	0.3	105.8
Cc1ccc(NNS(=O)(=O)c2ccc(C)cc2)cc1	1.07	2.1	8.9	nt	17.0	-17.0	0.5	1	-0.3	97.6
C/C(N)=C(/C#N)C(=O)COC(=O)CCSc1ccccc1Cl	1.18	0.2	14.5	-2.4	-81.1	81.1*	-2.2	1	-0.1	95.2
O=C(c1ccccc1)N1CCN(Cc2ccccc2C(F)(F)F)CC1	0.7	-0.3	4.6	-2.7	-3.6	3.6	-7.1	1.1	-0.3	90.6
CC(C)CCOc1ccc(NC(=O)C2OC3OC(C)(C)OC3C3OC(C)(C)OC23)cc1 (centres undefined)	1.03	-3.9	4.1	-1.0	-6.9	6.9	-9.1	1.1	0.0	98.2
CCn1c(C(=O)NCCCc2ccccc2)cc2sccc21	1.58	-0.3	-1.2	-4.2	2.9	-2.9	-5.7	1.1	0.0	102.3
CCCCn1c(SCC(=O)N2CCCC2)nnc1-c1ccccc1	1.11	0.0	2.7	-5.7	-12.5	12.5	-6.3	1.1	-0.3	95.3
N#Cc1c2c(c(NCc3cccnc3)n3c1nc1ccccc13)CCC2	1.17	-0.1	4.8	-4.2	12.7	-12.7	-5.8	1.1	-0.1	94.7
COc1ccccc1CCC(=O)OCC(=O)Nc1ccc(S(N)(=O)=O)cc1	1.46	-1.1	14.5	-11.3	21.2	-21.2	-0.7	1	-0.3	101.4
O=C(Nc1ccc2c(c1)OCO2)Nc1ccc(Br)cn1	2.07	0.7	3.8	-4.6	18.2	-18.2	11.1	0.9	0.2	149.1*
CCC(C)NC(=O)c1cc(CC(C)C)on1 (centres undefined)	1.32	-0.2	-8.4	-1.6	8.4	-8.4	11.2	0.9	0.4	117.4
CC(C)(C)n1ncc2c(=O)n(CC(=O)N3CCN(c4ccccc4)CC3)cnc21	1.09	1.4	6.5	0.9	4.0	-4.0	0.6	1	-0.1	97.6
NS(=O)(=O)c1ccc(Cc2ncc(C(F)(F)F)cc2Cl)s1	1.09	0.1	-1.4	1.8	-4.9	4.9	-5.8	1.1	0.1	91.2
O=C(NCCCCc1ccccc1)c1ccccc1	1.39	-0.4	3.2	-0.6	-21.3	21.3	-0.1	1	-0.1	109.6
CC(C)C(=O)NC(NC(=O)C(C)C)c1ccc([N+](=O)[O-])cc1	1.19	-0.3	2.2	-4.0	-12.5	12.5	-3.6	1	-0.2	98.4
c1ccc2c(c1)sc1nnnn12	1.2	1.2	27.5	0.9	-1.1	1.1	4.3	1	0.0	97.1
O=C1c2cccc3cc([N+](=O)[O-])cc(c23)C(=O)N1c1ccccc1O	1.09	-0.2	15.7	-5.9	-11.9	11.9	-7.1	1.1	-0.1	96.2
O=C(NNc1cc(N2CCOCC2)nc(N2CCOCC2)n1)c1ccc([N+](=O)[O-])cc1	1.33	-0.5	43.7	-5.9	6.7	-6.7	-1.0	1	-0.2	110.3
OCCC1CN(Cc2cccnc2)CCN1CCc1ccccc1 (centres undefined)	1.08	0.8	8.2	-2.5	-6.6	6.6	-5.7	1.1	0.6	101.0
Cc1ccc(NC(=O)C2CCCCC2)c(O)c1	1.27	-0.3	13.2	-0.2	13.1	-13.1	10.6	0.9	-0.3	98.8
Cc1ccccc1NC(=S)N(CCCN1CCC(C)CC1)Cc1ccco1	0.99	-0.2	-14.1	-1.7	-9.7	9.7	-8.7	1.1	-0.2	101.1
COc1cccc(SCc2noc(C(=O)NC(C)C)c2C(=O)O)c1	1.17	-5.3	5.4	-2.0	5.2	-5.2	-5.7	1.1	-0.2	98.0
Cc1ccc(NC(=O)c2cccs2)cc1S(=O)(=O)N(C)C	1.19	-0.1	13.2	-2.8	12.0	-12.0	15.2	0.8	0.1	101.1
C=CCN(C(=O)CNC(=O)c1ccco1)C(C(=O)NC1CCCCC1)c1ccccc1 (centres undefined)	1.08	1.2	15.2	-4.5	-8.4	8.4	-1.2	1	0.1	104.1
CC(C1CCN(Cc2cn(C)nc2-c2cccc(Cl)c2)CC1)N1CCOCC1 (centres undefined)	0.87	-0.8	12.3	-3.8	0.1	-0.1	-7.8	1.1	0.3	107.6
CC(C)(O)/C=C1/Oc2ccccc2C1N1CCCCC1 (centres undefined)	1.33	-0.3	6.4	-3.8	-14.3	14.3	-6.1	1.1	-0.5	101.3
Nc1nc(CSc2ccc(Cl)cc2)nc(N2CCCCC2)n1	1.57	0.7	10.2	-1.1	9.9	-9.9	-8.3	1.1	0.1	101.5
O=C1C(c2ccccc2)C(c2ccccc2)NC(c2ccccc2)C1c1ccccc1 (centres undefined)	0.93	0.1	2.6	-1.7	8.0	-8.0	-3.1	1	0.0	91.8
COc1ccccc1NC(=O)Nc1ccccc1Br	1.24	0.6	1.7	0.7	4.9	-4.9	-3.9	1	0.0	99.6
Cn1c(=O)cc(SCC(=O)NCc2ccco2)c2ccccc21	1.14	1.2	9.5	-3.1	12.3	-12.3	-0.5	1	-0.3	103.7
O=C(OCC(=O)N1CCN(C(=O)c2ccco2)CC1)c1ccccc1Cc1ccccc1	1.09	-0.2	2.7	-6.7	25.1	-25.1	-2.5	1	-0.2	113.7
CC(NC(=O)C1CCC1)c1ccc2c(c1)OCO2 (centres undefined)	0.9	-1.6	1.1	5.2	3.8	-3.8	-8.7	1.1	0.0	95.6
Cc1nc2cc(NC(=O)N3CCN(c4ccccn4)CC3)ccc2o1	1.22	2.3	3.9	-9.9	11.7	-11.7	-3.2	1	-0.3	103.4
COc1ccccc1N1CCN(C(=O)CN(C)S(=O)(=O)c2cc(C)ccc2OC)CC1	0.87	-0.5	16.3	-4.5	-5.5	5.5	-7.5	1.1	-0.1	94.1
Cn1nc(CC(=O)NCc2ccc(C(F)(F)F)cc2)c2ccccc2c1=O	0.53	0.1	-1.5	-0.9	9.8	-9.8	-5.5	1.1	0.6	76.4
COc1cc(-c2nnc(Cn3cc(C(F)(F)F)ccc3=O)o2)cc(OC)c1OC	0.63	1.2	-1.1	1.8	9.5	-9.5	-6.0	1.1	-0.1	98.2
CC(=O)c1c(C)[nH]c(C(=O)OCc2ccc(F)cc2Cl)c1C	0.94	5.4	-4.3	4.6	25.5	-25.5	0.6	1	-0.4	97.2
O=C(CSCc1nc2ccccc2[nH]1)Nc1ccc2ccccc2c1	1.05	-0.7	-1.0	-3.5	-1.9	1.9	-2.4	1	-0.3	110.3
Cc1cccc(N(C(=O)c2snc(C(N)=O)c2N)C(C)C(=O)NCC2CCCO2)c1 (centres undefined)	1.05	-1.9	7.6	0.7	-21.4	21.4	-1.6	1	0.1	100.9
CCOC(=O)C(C)(C)n1nnc(-c2ccc([N+](=O)[O-])cc2)n1	1.55	-0.2	12.4	7.4	-1.1	1.1	0.1	1	-0.1	112.3
CCOc1cc(NC(=S)Nc2cccc(OC)c2)c(OCC)cc1NC(=O)C1CC1	1.3	2.0	13.3	-3.6	0.1	-0.1	-2.7	1	0.3	90.7
CCCC(=O)NC(C)c1nc2ccccc2[nH]1 (centres undefined)	1.18	-0.7	14.9	-6.1	-5.8	5.8	-2.9	1	-0.2	99.7
CCC(CC)NC(=O)COC(=O)CCC(=O)c1ccc(Cl)cc1	1.05	-0.2	6.0	-6.3	1.7	-1.7	-3.3	1	-0.1	101.6
COc1ccc(CCNc2nncc(=O)[nH]2)cc1OC	1.11	0.9	-0.5	-4.9	4.1	-4.1	-1.5	1	-0.6	96.5
Brc1ccc2ncnc(NCc3ccccc3)c2c1	0.54	-3.0	-5.0	0.4	-8.9	8.9	-6.2	1.1	-0.1	70.4
COc1ccc(NC(=O)COC(=O)Cc2ccccc2[N+](=O)[O-])cc1OC	1.05	-2.0	3.5	0.5	0.3	-0.3	3.3	1	-0.1	81.4
O=C(CSc1nnnn1-c1ccccc1)NCc1ccco1	1.24	0.2	4.1	-0.1	-4.9	4.9	-5.5	1.1	0.1	98.0
O=c1[nH]c(=O)c2cc([N+](=O)[O-])cc([N+](=O)[O-])c2[nH]1	1.13	-0.1	7.7	2.4	-4.5	4.5	-1.3	1	-0.1	89.5

Four entries from above in a different format.
COc1cc(-c2nnc(Cn3cc(C(F)(F)F)ccc3=O)o2)cc(OC)c1OC
  NF-kB expr up: 0.63
  DTT redox prof: 1.2
  G6PDH CS: -1.1
  Efa HMGR inh: 1.8
  APP 5'UTR act: 9.5
  APP transl inh: -9.5
  FLuc inh counter: -6.0
  FLuc stim CS: 1.1
  Hsp70 act: -0.1
  STAT1 activator: 98.2

CC(=O)c1c(C)[nH]c(C(=O)OCc2ccc(F)cc2Cl)c1C
  NF-kB expr up: 0.94
  DTT redox prof: 5.4
  G6PDH CS: -4.3
  Efa HMGR inh: 4.6
  APP 5'UTR act: 25.5
  APP transl inh: -25.5
  FLuc inh counter: 0.6
  FLuc stim CS: 1
  Hsp70 act: -0.4
  STAT1 activator: 97.2

O=C(CSCc1nc2ccccc2[nH]1)Nc1ccc2ccccc2c1
  NF-kB expr up: 1.05
  DTT redox prof: -0.7
  G6PDH CS: -1.0
  Efa HMGR inh: -3.5
  APP 5'UTR act: -1.9
  APP transl inh: 1.9
  FLuc inh counter: -2.4
  FLuc stim CS: 1
  Hsp70 act: -0.3
  STAT1 activator: 110.3

Cc1cccc(N(C(=O)c2snc(C(N)=O)c2N)C(C)C(=O)NCC2CCCO2)c1 (centres undefined)
  NF-kB expr up: 1.05
  DTT redox prof: -1.9
  G6PDH CS: 7.6
  Efa HMGR inh: 0.7
  APP 5'UTR act: -21.4
  APP transl inh: 21.4
  FLuc inh counter: -1.6
  FLuc stim CS: 1
  Hsp70 act: 0.1
  STAT1 activator: 100.9
